# HSP90 inh: blocks HSP90-mediated luciferase refolding in reticulocyte lysate; Rabbit reticulocyte lysate, luciferase refolding luminescence, 3 h; 290,000 tested, 0.91% active; inhibition, % at 5.6 µM;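 active = inhibition above the screen-wide mean plus 3 SD, computed separately per campaign, cut at about 16% in these data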;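 note: 0% = DMSO wells and 100% = 60 µM geldanamycin wells; inhibitors lower the luminescence because luciferase stays unfolded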
# IEC-6 tox: counter-screen for KLF5 inhibitors: cytotoxicity in IEC-6 cells; AID 1825; 290,000 tested, 0.78% active; inhibition, % at 5 µM; IEC-6 cytotoxicity, luminescence viability; in the data active = inhibition above about 22%;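 note: 0% = plate median of test compound wells and 100% = cytotoxic reference compound wells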
# HSF1 inhib: HSF1 inhibition | NIH3T3-HGL HSE-luciferase, MG132-induced, luminescence 8 h; active compounds read low | activity change, negative = inhibition, % at 7.5 µM (by protocol) | 300,000 tested, 0.77% active;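 active = more than half of replicate wells show activity change below -50%, luminescence cut by over half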;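 note: luciferase reports HSF-1 transcriptional activity via heat shock element; 0% = median of DMSO wells and -100% = zero luminescence signal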
# KLF5 inhibitor: kruppel-like factor 5 inhibition. DLD-1 KLF5 promoter-luciferase reporter, luminescence. inhibition, % at 5 µM. 290,000 tested, 0.23% active. AID 1700;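 active = inhibition above a per-plate limit of that plate's mean compound inhibition plus 3 SD, cut at about 60% in these data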;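 note: 0% = DMSO wells and 100% = LY294002 at 200 µM; higher means less KLF5 promoter-driven luciferase light; inactives centre near -14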
# HSF-1 act: increases HSF-1 driven luciferase reporter signal. NIH3T3-HGL HSF-1 luciferase reporter, MG132, 8 h; 100% = twice DMSO control signal. activation, % at 9 µM. 300,000 tested, 1.7% active. AID 504408;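 active = mean replicate activation of at least 50% with a set share of replicates each reaching 50%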;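 note: 0% = median of the neutral control wells and 100% = twice that signal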
# aSyn UTR inh: MLPCN primary screen, SNCA 5' untranslated region | inhibition, % (tested at 7.5 µM) | 300,000 tested, 0.82% active | AID 1813 | alpha-synuclein 5'UTR reporter, inhibitor activity; in the data active = inhibition above about 60%;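 note: H4 neuroglioblastoma cells stably carrying SNCA 5'UTR luciferase fusion; 0% = DMSO wells and 100% = positive control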
# HIF act: HIF pathway transcriptional activation; U2OS HRE-luciferase reporter, luminescence; normalized: DMSO 0%, desferrioxamine 100%; activation, % at 7.5 µM (by protocol); 300,000 tested, 0.32% active; AID 1910;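 active = mean activation of at least 10% of the iron chelator positive control signal, with at least half of replicates also reaching 10%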
# AI-2 QS mod: modulators of Vibrio harveyi AI-2 quorum sensing system | Vibrio harveyi JMH597 AI-2 luminescence/OD600 ratio, 9 h; active compounds read low; strain lacks LuxN and CqsS sensors; 0 = neutral-control median | AID 2094 | 300,000 tested, 0.4% active | activity change, % at 7.5 µM; in the data active = activity change below about -75%, passing the limit was not always enough;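 note: luminescence divided by OD600 gain over 9 h not by final OD600 alone; inactives centre near 13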
# Platelet DG rel: platelet dense granule release activity. human platelet-rich plasma, SFLLRN dense granule ATP release, luminescence. inhibition, %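 (compounds screened at 7.5 µM in platelet-rich plasma)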. 300,000 tested, 0.22% active. AID 1663;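 active = mean replicate score, as percent of positive control, at or above 50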
# SKKanGAS inh: SKKanGAS growth inhibition. S. pyogenes SKKanGAS, kanamycin growth, BacTiter-Glo, 6 h. inhibition, % at 7.5 µM. 300,000 tested, 1.3% active;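 active = mean replicate score, as percent of positive control median, at least 50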;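 note: strain carries kanamycin resistance gene driven by streptokinase promoter and grows in 40 µg/ml kanamycin; loss of luminescence reflects streptokinase promoter inhibition or plain growth inhibition; 0% = median of DMSO wells and 100% = positive control at its reference dose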
# The depositor's hits bear a star; . = no result given. Rows were taken by chance; any-hit rate near 6%.
SMILES,HSP90 inh,IEC-6 tox,HSF1 inhib,KLF5 inhibitor,HSF-1 act,aSyn UTR inh,HIF act,AI-2 QS mod,Platelet DG rel,SKKanGAS inh
O=C(Nc1cccnc1)C1CCC(CNS(=O)(=O)c2cccc3nsnc23)CC1 (configuration not stated),1,4,-2,-13,11,3,0.0,30,2,0
CC(C)C[C@H](NC(=O)[C@H](Cc1ccccc1)n1c(=O)[nH]c2ccccc2c1=O)C(=O)N1CCC[C@H]1C(=O)O,2,-4,-24,-20,-34,2,0.4,20,-1,0
CCCCCC(=O)Nc1ccc(C(=O)COC(=O)CN2C(=O)NC3(CCCC3)C2=O)cc1,.,.,-2,.,3,-32,-1.3,42,-3,-2
Cc1ccc(C=Nc2cccnc2N)cc1,6,-1,4,4,7,-15,0.4,9,7,4
Cc1nc2ccc(CCO)cc2s1,2,0,-5,-30,0,-21,0.3,0,1,-6
COc1ccc(NC(=O)c2cccnc2N2CCCCC2)cc1,1,12,0,15,-5,-8,-0.3,8,-4,4
COc1ccc(C(=O)N2CC3(CC(c4cccc(NC(=O)COc5ccc(Cl)cc5)c4)=NO3)C[C@@H]2C(N)=O)cc1 (some centres not stated),.,.,21,.,25,20,-3.1,13,-8,27
Cc1cc(N)n2nc(C)c(-c3ccccc3)c2n1,-3,3,-4,1,9,-12,1.7,27,13,13
CN(C)c1ccc(-n2cccc2/C=C2/SC(=Nc3ccc(F)cc3)NC2=O)cc1,-2,-1,6,-13,38,22,.,10,-1,4
O=C(Nc1ccc(C(F)(F)F)cc1)C1CCCN1S(=O)(=O)c1cccc2cccnc12 (configuration not stated),-2,4,3,-21,-4,12,-0.5,27,0,1
CCCOc1ccc(-c2nc(OC)c3ccccc3n2)cc1,-5,7,13,9,35,-85,2.3,9,-9,56*
Cc1ccc(NC(=O)NNS(=O)(=O)c2ccc(Br)cc2)cc1,1,0,4,-42,-12,10,0.0,13,10,-3
Cc1n(N)c2ccccc2[n+]1CC(=O)c1ccccc1,-5,2,-13,-3,-17,7,0.2,4,7,-5
O=C(/C=C\c1cn(-c2ccccc2)nc1-c1ccccc1)Nc1nccs1,-6,-1,4,1,-3,-13,-0.5,6,0,5
Cc1ccc(Sc2ncccc2C(=O)NCc2cc([N+](=O)[O-])ccc2O)cc1C,-3,-1,0,-22,11,24,-0.8,11,-10,4
S=C(NCc1ccncc1)Nc1ccc(Br)cc1,2,5,6,-18,9,1,-15,32,-25,10
Cc1oc2c(C)c3oc(=O)c(CCC(=O)NCCCN4CCOCC4)c(C)c3cc2c1C,-1,-1,-4,-27,5,22,-0.8,27,-3,0
Cc1cc(C)cc(-n2nnc(C(=O)NCc3ccco3)c2N)c1,3,2,-1,-35,5,-16,0.1,7,3,15
COc1ccc(OC)c(NC(=O)CN2CCC(C(=O)c3ccc(C)cc3)CC2)c1,0,-2,-6,-38,-15,26,-0.1,3,3,4
CCCC(=O)NC(=S)Nc1ccc(N2CCOCC2)c(Cl)c1,1,13,-2,-17,25,-22,0.2,19,-3,5
CCc1ccc(-c2nc(CN3CCC(C(=O)NCc4ccco4)CC3)c(C)o2)cc1,-1,-1,0,-6,5,5,-0.2,11,11,-7
O=C1CCC(=O)N1c1cccc(OS(=O)(=O)c2ccccc2)c1,-1,-1,-12,-10,5,-8,0.2,11,9,4
COc1ccccc1C(=O)Nc1nnn(C)n1,-3,1,1,-44,4,-40,0.5,31,-1,-1
Cc1ccc(C(=O)ON=C2CCN(c3ccc([N+](=O)[O-])cc3)CC2)cc1,3,-4,-5,-18,-4,-26,-0.2,5,5,-6
CN1N=C(C(=O)N2CCc3c([nH]c4ccccc34)C2c2c(F)cccc2Cl)CCC1=O (configuration not stated),4,5,35,2,43,-19,3.5,11,2,7
O=C(NNC(=O)c1ccc(Cl)cc1Cl)c1cccs1,-2,0,9,-61,25,-115,2.3,17,2,6
Cc1cc(C)cc(N2CC(O)Cn3c2nc2c3c(=O)[nH]c(=O)n2C)c1 (configuration not stated),3,7,1,-9,7,30,0.3,-2,-6,10
COc1cccc(NC(=O)CSc2ccc3nnc(-c4ccncc4)n3n2)c1,-2,-1,7,-25,10,14,-0.4,14,16,-5
CCOC(=O)CN(C(=O)COc1nc(-c2ccccc2)cc(C)c1C#N)c1ccc(F)cc1,0,-4,3,0,31,-3,1.1,15,3,3
c1ccc(-c2cn3cccnc3n2)cc1,2,0,6,5,-2,-59,-0.1,5,-5,-16
CNC(=O)Nc1ccc(Cl)cc1,-1,-6,-1,-6,13,-30,0.6,10,7,-5
Cc1snc(S(=O)(=O)Cc2ccccc2Cl)c1C#N,2,0,-1,-13,-12,-57,-1.2,5,6,4
CCC(C)NS(=O)(=O)c1ccc(OCC(=O)Nc2ccc(F)cc2F)cc1 (configuration not stated),1,-3,6,-18,5,16,0.1,13,-8,4
CCNC(=S)NNc1nc(N2CCOCC2)nc(N2CCOCC2)n1,3,1,14,2,14,15,0.3,31,-2,0
CC(C)C(=O)N(Cc1ccc2c(c1)OCO2)Cc1ccccn1,-3,-1,-2,-18,-16,2,0.6,16,4,0
Cc1nc(SC2CCOC2=O)c2c(C)c(C)sc2n1 (configuration not stated),-5,2,1,-32,9,-4,0.2,35,0,4
Nc1nc(CN2CCCCCC2)nc(Nc2ccc(F)cc2)n1,8,-3,-5,-15,5,8,-0.5,15,6,6
Cc1ccc(-n2nc(CN3CCOCC3)c(-c3ccccc3)c2N)c(C)c1,2,-3,2,-31,23,30,-1.8,22,2,-5
CCn1c(C)nc2cc(C(=O)OC(C(F)(F)C(F)F)C(F)(F)C(F)F)ccc21,0,6,-24,-17,-24,-73,.,10,-9,-15
Clc1ccc(-c2nnc(CCc3ccccc3)o2)c(Cl)c1,0,2,35,-65,69*,-155,.,-90*,0,-15
Cn1cc(S(=O)(=O)c2ccccc2)c(=O)c2cc(F)c(N3CCOCC3)cc21,1,1,-3,-37,-2,0,-0.2,23,10,-5
C/C(=C/c1ccccc1)C(=O)N1CCN(c2ccc(F)cc2)CC1,2,-3,6,-17,5,-12,0.6,12,1,9
O=C(NCC1CCCCC1)C12CN(Cc3ccccc3)CC1C(c1cccc([N+](=O)[O-])c1)=NO2 (configuration not stated),-2,-4,11,-16,-8,15,0.0,20,-2,15
CCn1c(CNc2ccc(F)cc2)nnc1SCC(=O)N1CCCc2ccccc21,0,-8,3,-23,1,23,-0.8,18,-5,-11
Cc1nc2c(=O)n(C)c(=O)n(C)c2nc1Cl,3,19,241,-27,284*,-6,1.6,-7,4,-8
CCc1c(C(=O)Nc2ccc(OC)cc2)[nH]c(C)c1C(C)=O,2,5,4,5,-8,-93,0.5,24,-2,3
COc1ccc(OCC(=O)N(Cc2sccc2C)C2CCS(=O)(=O)C2)cc1 (configuration not stated),1,-6,4,-49,20,-4,-0.3,14,-5,-4
COc1ccccc1-n1cnnc1SCC(=O)N1CCN(C(=O)c2ccco2)CC1,-3,-2,-1,-22,-16,23,-1.3,21,0,10
CCOC(=O)C1(CCCc2ccccc2)CCN(C(=O)c2cc(C)nc(C)n2)CC1,1,2,-7,-48,10,-8,0.0,10,8,1
O=C(N/N=C/c1ccncc1)c1cnccn1,-2,0,3,-11,10,-14,0.1,20,-37,2
CCC1CCC(C(=O)NNC(=O)c2cc(-c3ccco3)[nH]n2)CC1 (configuration not stated),3,-5,-6,-24,1,22,-0.3,7,3,-1
CC(=O)N1CCC2(CC1)CC(=O)c1cc(OCC(=O)NCc3ccco3)ccc1O2,3,-2,5,-10,4,-3,0.1,20,-1,0
COc1ccc(/C(O)=C/c2nc3ccc(C(=O)NCCc4cccc(C)c4)cc3[nH]c2=O)cc1OC,-4,1,2,1,3,-11,-0.1,14,2,34
C=CCc1ccc(OCC(O)COc2ccc(CC=C)cc2OC)c(OC)c1,8,-3,-5,-20,-7,-2,0.7,13,-3,27
Cc1[nH]c(=O)[nH]c(=O)c1S(=O)(=O)NCCc1ccc(S(N)(=O)=O)cc1,3,-2,-4,-12,11,-7,-0.1,11,-1,-4
COc1cccc(Nc2nc(N)c([N+](=O)[O-])c(NCc3ccco3)n2)c1,11,-1,23,-48,28,20,2.9,-3,-5,24
CCOC(NC(=O)c1ccccc1)C(NC(=O)c1ccccc1)OCC (configuration not stated),2,-5,-6,-5,12,-13,-0.2,16,1,3
COc1ccc(CCN2C(=O)CCC2(C)C(=O)NC2CCCC2)cc1OC (configuration not stated),-2,6,-8,-13,2,-3,-0.8,28,16,0
CCCn1c(=O)c(C(=O)NCc2ccccc2Cl)c(O)c2ccccc21,2,-1,-5,-5,-4,-20,0.3,-10,-4,7
CN(C)C(=C(C#N)C#N)N1CCN(c2ccc(Cl)cc2)CC1,0,2,-11,-4,-8,25,-0.1,7,-1,0

# Reprinted at random: two compounds from above
SMILES,HSP90 inh,IEC-6 tox,HSF1 inhib,KLF5 inhibitor,HSF-1 act,aSyn UTR inh,HIF act,AI-2 QS mod,Platelet DG rel,SKKanGAS inh
Nc1nc(CN2CCCCCC2)nc(Nc2ccc(F)cc2)n1,8,-3,-5,-15,5,8,-0.5,15,6,6
CCOC(=O)C1(CCCc2ccccc2)CCN(C(=O)c2cc(C)nc(C)n2)CC1,1,2,-7,-48,10,-8,0.0,10,8,1

# The results go on.
SMILES,HSP90 inh,IEC-6 tox,HSF1 inhib,KLF5 inhibitor,HSF-1 act,aSyn UTR inh,HIF act,AI-2 QS mod,Platelet DG rel,SKKanGAS inh
CCn1c(COc2cccc(OC)c2)nnc1SCC(=O)Nc1ccccc1C(=O)OC,-2,-3,.,-6,.,42,-0.3,19,-10,.
Cc1cccc(-n2ncc3c2CCCC3NC(=O)c2ccc[n+]([O-])c2)c1C (configuration not stated),-6,-6,2,-29,-3,-7,0.0,12,-8,9
CCN(CC)C(=O)c1ccc2nc(-c3ccccc3)c(-c3ccccc3)nc2c1,0,-1,-2,-30,11,22,-0.2,32,-13,1
CCN(CC)CCn1c2c(c(SCC(=O)Nc3ccc(F)c(F)c3)nc1=O)CCC2,.,.,4,.,32,-21,1.3,13,0,4
CCN(CC)CCNC(=O)c1ccc(NC(=O)c2cccc(-n3cnnn3)c2)cc1,.,.,0,.,-4,-9,-0.1,2,0,-7
COc1ccc2oc(=N)c(C(=O)Nc3ccc(F)cc3)cc2c1,-1,1,-1,-111,-5,-97,2.0,8,11,2
Cc1cccn2c(=O)nc(SCC(=O)NCc3ccco3)nc12,.,.,-2,.,2,-2,0.2,0,-1,-1
COc1ccc(C(=O)Nc2ccc(Cl)cc2C(=O)NCc2ccco2)cc1OC,-2,0,0,-40,-11,13,-1.5,25,5,16
O=C(CCN1CCOCC1)Nc1cc(C(=O)Nc2ccc(Cl)cc2)ccc1N1CC2CC(C1)c1cccc(=O)n1C2 (configuration not stated),-1,11,9,7,4,21,-0.2,6,5,6
Cc1ccc(NC(=O)C2CC(=O)N(c3ccc4c(c3)OCCO4)C2)nc1 (configuration not stated),.,.,-6,.,-13,9,0.1,25,-1,-2
CCO[C@@H]1OC(C(N)=O)=C[C@H](c2ccc(C(F)(F)F)cc2)[C@H]1CCCO,8,2,0,-15,-11,29,-1.1,18,-5,0
CC1(C(=O)O)CC(C)(C(=O)O)CC(C)(C(=O)O)C1 (configuration not stated),2,4,-3,9,-9,-21,0.4,16,3,2
